SKN-1 inh: C. elegans SKN-1 inhibition. inhibition, % at 21.8 µM. AID 624304. actives 0.49% (n = 360,000). C. elegans VP596 Pgst-4::GFP/RFP ratio, acrylamide-induced, 24 h;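 active = interference check ratio from 0.5 to 1.5 plus GFP to RFP signal ratio inhibition reaching or exceeding a fixed threshold, cut at about 30% in these data, passing the limit was not always enough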; note: some compounds called inactive have numbers as strong as hits
Neddylation inh: blocks human cullin neddylation; actives 0.58% (n = 360,000); TR-FRET cullin neddylation, biochemical; calls only at 25 µM; P61081+Q13564; AID 651699; in the data active = inhibition above about 36%
LMPTP block: LMPTP (human) inhibition. P24666. recombinant LMPTP-A, OMFP fluorogenic substrate, fluorescence intensity. inhibition, % at 20 µM. actives 0.22% (n = 360,000). AID 651560;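 active = compounds that cut the enzyme signal by at least half of the control window in the single-dose screen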;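 note: plate controls were DMSO wells with enzyme plus substrate for no effect and substrate without enzyme for full effect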
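Test system: LMPTP-A phosphatase enzyme. Amount: LMPTP-A at 0.625 nM final in the reaction. Reagent: OMFP substrate, 400 µM final. Times: 50 min at room temperature. Signal: endpoint fluorescence intensity from OMFP dephosphorylation. Read-out basis: % inhibition. Benchmarks: no-enzyme and uninhibited controls.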
CendR NRP1 mod: modulators of CendR peptide binding to human neuropilin-1 | FAM-RPARPAR peptide binding to NRP-1, fluorescence polarization | inhibition, % at 25 µM | actives 0.85% (n = 360,000);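 active = inhibition or corrected inhibition above about 18%, plus a signal ratio from 0.5 to 1.5, limit read from the data, passing the limit was not always enough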; note: strong numbers were not always called active
NadD block: blocks S. aureus nicotinate mononucleotide adenylyltransferase; actives 0.78% (n = 360,000); AID 602399; purified NadD enzyme, colorimetric absorbance read-out; inhibition, % at 20 µM; in the data active = inhibition above about 26%; note: some compounds past the cut are filed as inactive
Scp-1 inhibitor: Scp-1 (human) phosphatase inhibition; Q9GZU7; Recombinant Scp1, phosphopeptide, malachite green phosphate absorbance; inhibition, % at 20 µM; actives 0.88% (n = 340,000);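 active = inhibition above about 50% at 20 µM, limit read from the data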;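 note: plate controls were DMSO wells with enzyme for no effect and wells lacking enzyme for full effect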
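assay system = SCP-1 phosphatase catalytic domain, residues 76-261 | buffer or medium = 50 mM Tris acetate pH 5.5, 0.005% Tween-20, 10 mM MgCl2 | incubation = enzyme reaction 45 min at room temperature, colour 5 min, stabilisation 30 min | signal = Phosphate-binding colour reagent, absorbance read at 630 nm | measure = % inhibition at 20 µM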
SUMO1-SIM PPI: modulators of human SUMO1-mediated protein-protein interactions | SUMO1 binding to a labelled peptide, TR-FRET, 1 h | AID 602429 | inhibition, % at 20 µM | actives 0.33% (n = 360,000) | P63165; in the data active = inhibition above about 37%
Tb MetRS inh: Trypanosoma brucei MetRS inhibition; purified T. brucei MetRS, ATP depletion, Kinase-Glo luminescence; actives 0.4% (n = 360,000); inhibition, % at 11.9 µM;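 active = inhibition above a per-plate cutoff of the control wells' mean inhibition plus 3 SD, cut at about 5.5% in these data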;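 note: 0% = DMSO wells median and 100% = median of wells with control inhibitor compound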
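Material – parasite MetRS enzyme · Medium – HEPES-MgCl2-KCl buffer plus DTT, spermine, BSA, pyrophosphatase · Reagent – ATP, methionine and E. coli bulk tRNA substrates · Times – 15 min enzyme-compound preincubation, 2 h reaction, 10 min detection, 25 °C · Measured by – luminescence of leftover ATP · Evaluation – percent inhibition relative to median high and low control wells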
STEP block: STEP (human) phosphatase inhibition; actives 0.25% (n = 360,000); P54829; inhibition, % at 20 µM; recombinant STEP, OMFP fluorogenic substrate, fluorescence;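 active = inhibition at 20 µM, scaled per plate between control wells, above about 37%, limit read from the data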;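 note: 0% = DMSO with enzyme and substrate and 100% = substrate only without enzyme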
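Assay system: isolated STEP enzyme. Buffer or medium: pH 6.0 Bis-Tris with DTT and Tween 20. Also added: fluorogenic phosphatase substrate OMFP at 25 µM final. Dosing: 20 µM, 1% DMSO. Timing: 20 min reaction, room temperature, in the dark. Measured by: fluorescence intensity, excitation 480 nm, emission 540 nm. Evaluation: normalized % inhibition.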
DNMT1 block: DNMT1 (human) enzyme inhibition. AID 588458. actives 0.83% (n = 360,000). P26358. DNMT1 molecular beacon, Hinp1I cleavage, fluorescence. inhibition (reported as % activation of signal), % at 10 µM; in the data active = inhibition above about 50%
Target sequence (P26358 504-1616 limits assumed): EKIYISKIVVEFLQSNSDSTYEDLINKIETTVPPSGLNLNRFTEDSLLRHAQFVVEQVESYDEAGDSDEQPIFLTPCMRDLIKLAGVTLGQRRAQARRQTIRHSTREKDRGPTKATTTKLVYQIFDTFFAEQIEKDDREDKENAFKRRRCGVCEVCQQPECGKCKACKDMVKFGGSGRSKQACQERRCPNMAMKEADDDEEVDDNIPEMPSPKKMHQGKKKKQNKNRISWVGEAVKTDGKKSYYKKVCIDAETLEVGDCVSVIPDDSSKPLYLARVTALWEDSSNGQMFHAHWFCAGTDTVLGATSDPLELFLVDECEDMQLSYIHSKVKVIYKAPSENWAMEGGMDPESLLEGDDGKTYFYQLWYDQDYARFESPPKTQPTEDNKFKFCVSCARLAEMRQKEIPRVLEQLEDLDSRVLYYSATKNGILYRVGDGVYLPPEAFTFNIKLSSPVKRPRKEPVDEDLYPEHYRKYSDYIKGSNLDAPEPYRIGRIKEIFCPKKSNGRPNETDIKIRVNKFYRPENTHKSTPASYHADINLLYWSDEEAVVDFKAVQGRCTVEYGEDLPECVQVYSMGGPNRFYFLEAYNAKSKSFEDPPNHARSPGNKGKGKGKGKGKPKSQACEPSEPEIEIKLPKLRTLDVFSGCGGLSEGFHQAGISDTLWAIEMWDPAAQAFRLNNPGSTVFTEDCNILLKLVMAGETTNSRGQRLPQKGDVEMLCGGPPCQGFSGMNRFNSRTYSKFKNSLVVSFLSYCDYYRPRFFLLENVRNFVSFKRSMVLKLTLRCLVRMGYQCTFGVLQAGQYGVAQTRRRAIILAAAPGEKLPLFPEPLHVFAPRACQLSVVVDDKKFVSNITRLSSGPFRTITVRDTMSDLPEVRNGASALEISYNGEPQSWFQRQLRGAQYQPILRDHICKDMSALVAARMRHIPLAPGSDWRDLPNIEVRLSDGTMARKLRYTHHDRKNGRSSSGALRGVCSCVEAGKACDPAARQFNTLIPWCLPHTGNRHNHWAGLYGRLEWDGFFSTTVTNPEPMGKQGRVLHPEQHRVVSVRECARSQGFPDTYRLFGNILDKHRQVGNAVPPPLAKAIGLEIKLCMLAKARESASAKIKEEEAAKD
Active calls of the source: *; i = inactive; x = no result given.

(1) COc1ccc(S(=O)(=O)N(C)CC(=O)Nc2ccccc2C(F)(F)F)cc1OC
(2) CCC(C)[C@H](NC(=O)c1cc2cc(Cl)ccc2n1C)C(=O)N1CCC(C(=O)O)CC1 (stereo partly drawn)
(3) CSCC[C@@H](C(=O)NCc1cccs1)N1Cc2ccccc2C1=O
(4) Nn1c(SCC(=O)Nc2ccc(N3CCOCC3)cc2)nnc1-c1ccccc1F
(5) O=C(CN1C2=NCCN2c2ccccc21)c1ccc(Br)s1
(6) C#CC(=O)N(c1cccc(OC)c1)C(C(=O)NC1CCCC1)c1cccs1 (stereo not drawn)
(7) CC1OC(Oc2ccc3ccc(=O)oc3c2-c2c(O)ccc3cc(Oc4ccc5ccc(=O)oc5c4)c(=O)oc23)C(O)C(O)C1O (stereo not drawn)
(8) COc1cccc(C(=O)NC(=S)Nc2ccc(N3CCCC3)cc2)c1
(9) Cc1ccc(NC(=O)CCn2cccc2)cc1F
(10) CCS(=O)(=O)N1CCN(C(=O)COc2ccc(-c3ccccc3)cc2)CC1

assay / entry	1	2	3	4	5	6	7	8	9	10
Scp-1 inhibitor	0	-15	2	-5	1	-3	1	-3	-1	-2
NadD block	-1	-7	-3	2	-2	-1	5	6	-7	9
STEP block	2	2	1	-1	-3	0	-3	10	-3	-1
Tb MetRS inh	-0.5	1.3	-1.1	-0.3	0.8	-0.8	-0.1	-0.8	0.3	-0.7
Neddylation inh	i	i	i	i	i	i	i	i	i	i
SKN-1 inh	8	4	-8	-15	7	-2	8	18	20	-7
LMPTP block	-2.4	-0.7	-1.6	0.2	-0.1	-1.2	0.2	2.3	-0.9	-0.4
SUMO1-SIM PPI	-4	0	2	11	-9	2	-17	-2	-5	-2
DNMT1 block	0	1	4	-1	1	14	-1	29	-12	-6
CendR NRP1 mod	15	-2	21*	-2	3	-15	12	14	-10	4

(11) Cc1c(C(=O)N2CCOCC2)sc(NC(=O)c2ccccc2F)c1C#N
(12) O=C(NCCS(=O)(=O)N1CCN(c2ccccc2)CC1)c1ccc2c(c1)OCO2
(13) Cc1ccc(-c2noc(CSc3nnc(-c4ccncc4)n3-c3ccc(F)cc3)n2)cc1
(14) CCSc1nnc(-c2cc(Br)ccc2N=Cc2c(C)[nH]n(-c3ccccc3)c2=O)c(=O)[nH]1
(15) COc1ccccc1OCC(=O)N/N=C1\CCc2ccccc21
(16) O=C1NC(O)(c2ccccc2)Oc2ccccc21 (stereo not drawn)
(17) CCCC(=O)Nc1ccc(C(N)=O)cc1
(18) O=C(NCc1ccc(F)cc1)c1ccc(CNc2c(N3CCOCC3)c(=O)c2=O)cc1
(19) COc1cccc(N2CC(C(=O)Nc3nnc(SCC(=O)NCC4CCCO4)s3)CC2=O)c1 (stereo not drawn)
(20) O=C(COC(=O)c1ccc(-c2ccc([N+](=O)[O-])cc2)o1)NC(=O)NC1CCCCC1

assay / entry	11	12	13	14	15	16	17	18	19	20
Scp-1 inhibitor	1	-3	-2	-4	6	1	-6	-4	-2	-5
NadD block	-6	-3	1	17	0	-1	0	-1	1	-2
STEP block	2	-1	14	1	1	-2	-2	0	1	-1
Tb MetRS inh	-0.8	-0.4	-0.2	-0.2	-0.5	0.4	-0.7	-0.2	-0.1	0.4
Neddylation inh	i	i	i	i	i	i	i	i	i	i
SKN-1 inh	-2	8	9	2	12	19	9	2	3	3
LMPTP block	-0.4	-0.7	-0.2	1.0	0.1	0.3	0.2	-1.2	-2.0	3.3
SUMO1-SIM PPI	5	0	-2	21	-2	7	2	-2	9	-22
DNMT1 block	1	0	2	-4	-2	3	2	-1	-4	-16
CendR NRP1 mod	-9	2	2	-13	3	9	-10	22	2	4

(21) Cn1c(=O)c2[nH]c(=S)n(Cc3ccccc3)c2n(C)c1=O
(22) O=C(NCc1ccco1)C(=O)NCC1OCCN1S(=O)(=O)c1ccc(Cl)cc1 (stereo not drawn)
(23) Cc1[nH]n(-c2ccc([N+](=O)[O-])cc2)c(=O)c1C=NCCc1ccc(S(N)(=O)=O)cc1
(24) COc1ccccc1/C=N/NC(=O)c1ccc(C)nc1
(25) CC(=O)Nc1c(-c2ccccc2)nc2ncccn12
(26) N#CCCN(Cc1cccnc1)C(=O)Nc1ccc(Cl)c(Cl)c1
(27) COc1ccc(-c2csc(N(CCCN(C)C)C(=O)c3ccccc3Cl)n2)cc1
(28) Cc1cc(C)cc(OCC(=O)OCc2cc([N+](=O)[O-])cc3c2OCOC3)c1
(29) CCOC(=O)C(CC)(CC)C(=O)/C=C/c1ccc(Br)cc1
(30) CCOC(=O)c1c(NC(=O)c2ccco2)n(C2CCCCC2)c2nc3ccccc3nc12

assay / entry	21	22	23	24	25	26	27	28	29	30
Scp-1 inhibitor	-1	-7	1	1	-3	0	0	-7	-4	-3
NadD block	0	-4	-2	2	-1	-1	-1	0	-1	7
STEP block	-3	-2	4	0	1	-2	1	1	3	1
Tb MetRS inh	-0.4	-0.3	-1.5	-0.2	0.0	0.3	0.4	-0.1	0.2	-0.7
Neddylation inh	i	i	i	i	x	i	i	i	i	x
SKN-1 inh	-3	-1	14	-18	3	-10	12	7	7	7
LMPTP block	-0.9	-2.0	2.8	-0.4	0.2	-0.2	-1.7	2.2	0.9	6.0
SUMO1-SIM PPI	0	5	5	-2	-1	3	-1	-9	3	40*
DNMT1 block	3	3	-1	1	-3	1	-3	-5	13	39
CendR NRP1 mod	-4	5	-1	1	-3	7	-15	5	3	-19

(31) COC(=O)[C@]12CCCCC=C1N(CCC1=CCCCC1)C(=O)[C@H](CC(=O)NCc1ccc(C)o1)C2
(32) CCn1c(NC(=O)C2CCCCC2)nc2ccccc21
(33) O=C(Cn1cc2c(n1)CCCC2)NCCc1ccccc1
(34) CC1(C)OC(=O)C(C(c2ccccc2)C(C#N)C(N)=O)=C(O)O1 (stereo not drawn)
(35) COc1ccc(NC2CCCN(C(=O)CCCN3CCCCC3=O)C2)cc1 (stereo not drawn)
(36) CCOC(=O)N1CCN(C2=Nc3cccc4cccc2c34)CC1
(37) COc1ccc(-c2cn[nH]c2-c2ccc(O)cc2O)cc1OC
(38) CC(CCc1ccccc1)NC(=O)C1CCN(C(=O)c2sccc2-n2cccc2)CC1 (stereo not drawn)
(39) COc1ccccc1CN1CCNC(=O)C1CC(=O)NCc1c(C)n[nH]c1C (stereo not drawn)
(40) Cc1cc(=O)oc2cc(OC(C)C(=O)NCC3CCCO3)ccc12 (stereo not drawn)
(41) COC(=O)c1nc2n(n1)C(c1ccc(OC)c(OC)c1OC)C1=C(CCCC1=O)N2 (stereo not drawn)

assay / entry	31	32	33	34	35	36	37	38	39	40	41
Scp-1 inhibitor	x	-8	-8	-3	-3	-5	-12	-8	-3	2	-15
NadD block	-1	-4	-3	3	-5	-2	-6	2	-3	1	1
STEP block	x	2	-3	-1	-3	-3	2	-1	-1	0	-3
Tb MetRS inh	-0.2	-0.1	-0.5	0.1	-0.3	-0.1	0.6	-0.1	0.3	-0.5	-0.1
Neddylation inh	i	i	i	i	i	i	i	i	i	i	i
SKN-1 inh	0	-12	16	-4	-1	3	2	-6	9	-3	11
LMPTP block	0.7	0.0	-1.8	-0.7	-0.3	3.9	-0.2	-0.4	-1.8	-0.1	-2.2
SUMO1-SIM PPI	2	-3	1	-1	1	-21	3	-10	0	-1	-2
DNMT1 block	x	0	2	1	0	3	-5	4	-3	1	1
CendR NRP1 mod	-2	-20	-13	1	8	1	-4	-12	-12	7	18*

One compound at a time, as listed above. Screens in order: Scp-1 inhibitor | NadD block | STEP block | Tb MetRS inh | Neddylation inh | SKN-1 inh | LMPTP block | SUMO1-SIM PPI | DNMT1 block | CendR NRP1 mod
CCn1c(NC(=O)C2CCCCC2)nc2ccccc21 in the list: -8 | -4 | 2 | -0.1 | i | -12 | 0.0 | -3 | 0 | -20
CCSc1nnc(-c2cc(Br)ccc2N=Cc2c(C)[nH]n(-c3ccccc3)c2=O)c(=O)[nH]1 in the list: -4 | 17 | 1 | -0.2 | i | 2 | 1.0 | 21 | -4 | -13
COC(=O)[C@]12CCCCC=C1N(CCC1=CCCCC1)C(=O)[C@H](CC(=O)NCc1ccc(C)o1)C2 in the list: x | -1 | x | -0.2 | i | 0 | 0.7 | 2 | x | -2
Nn1c(SCC(=O)Nc2ccc(N3CCOCC3)cc2)nnc1-c1ccccc1F in the list: -5 | 2 | -1 | -0.3 | i | -15 | 0.2 | 11 | -1 | -2
CSCC[C@@H](C(=O)NCc1cccs1)N1Cc2ccccc2C1=O in the list: 2 | -3 | 1 | -1.1 | i | -8 | -1.6 | 2 | 4 | 21*
